SRC2 inh = inhibits human steroid receptor coactivator 2. hit rate 0.17% among 370,000. AID 651957. Q15596. inhibition, % at 9 µM. HEK293 GAL4-SRC2 luciferase reporter, luminescence;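 active = inhibition above the mean inhibition of all tested compounds plus 3 SD, set per campaign, cut at about 52% in these data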;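 also: 0% = DMSO treated cells and 100% = cells given Gossypol at 36 µM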
SRC3 inh = inhibits human SRC3 coactivator | Q9Y6Q9 | HEK293 GAL4-SRC3 luciferase reporter, luminescence | inhibition, % at 3.6 µM | hit rate 0.17% among 360,000 | AID 588352;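 active = inhibition above a per-campaign cutoff, the mean of all compounds plus 3 SD, cut at about 60% in these data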;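 also: 0% = DMSO-treated cells and 100% = gossypol-treated cells at 36 µM; higher means less SRC3-driven luciferase light from the GAL4 reporter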
ABHD5 PLIN5 PPI = ABHD5-PLIN5 protein interaction inhibition | inhibition, % at 4 µM | hit rate 0.78% among 360,000 | Split G. princeps luciferase complementation, luminescence, 4 h | Q00G26+Q8WTS1;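 active = inhibition above the mean inhibition across every tested compound plus 3 SD, cut at about 22% in these data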;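 also: 0% = DMSO only wells and the 100% control is not disclosed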
Target sequence (Q00G26 whole entry, looked up): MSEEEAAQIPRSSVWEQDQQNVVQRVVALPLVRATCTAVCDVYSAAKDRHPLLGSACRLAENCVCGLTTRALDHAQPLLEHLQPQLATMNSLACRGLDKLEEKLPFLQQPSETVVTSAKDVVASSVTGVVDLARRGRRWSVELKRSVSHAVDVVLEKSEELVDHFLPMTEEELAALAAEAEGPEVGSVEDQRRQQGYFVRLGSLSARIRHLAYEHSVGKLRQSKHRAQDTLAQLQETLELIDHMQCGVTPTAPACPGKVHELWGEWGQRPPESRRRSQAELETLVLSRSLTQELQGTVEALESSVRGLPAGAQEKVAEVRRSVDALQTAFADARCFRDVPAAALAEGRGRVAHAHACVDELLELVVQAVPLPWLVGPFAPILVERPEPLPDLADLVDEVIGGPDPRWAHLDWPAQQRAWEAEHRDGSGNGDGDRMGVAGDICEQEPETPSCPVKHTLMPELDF
Target sequence (Q8WTS1 whole entry, looked up): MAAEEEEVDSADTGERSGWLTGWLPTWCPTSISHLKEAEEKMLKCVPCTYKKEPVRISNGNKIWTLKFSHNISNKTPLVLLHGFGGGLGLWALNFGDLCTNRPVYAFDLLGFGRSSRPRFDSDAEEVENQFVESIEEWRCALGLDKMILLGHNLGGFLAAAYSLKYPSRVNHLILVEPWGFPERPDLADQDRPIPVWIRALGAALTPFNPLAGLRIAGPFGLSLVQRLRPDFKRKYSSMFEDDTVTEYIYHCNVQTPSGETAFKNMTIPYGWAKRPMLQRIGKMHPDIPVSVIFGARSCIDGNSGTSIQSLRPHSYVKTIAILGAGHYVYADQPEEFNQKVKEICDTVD
NOD2 RIPK2 PPI = inhibitors of human NOD2-RIPK2 interaction; O43353; CHO BLA complementation NOD2-RIPK2, CCF4 ratio; inhibition, % at 4.98 µM; hit rate 0.38% among 360,000; AID 624267; in the data active = inhibition above about 21%;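 also: 0% = vehicle only and 100% = reference blocker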
TLR9-MyD88 block = inhibitors of human TLR9-MyD88 binding | hit rate 0.21% among 340,000 | CHO BLA complementation TLR9-MyD88, CCF4 FRET ratio | inhibition, % at 4.98 µM | AID 504734;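 active = inhibition above the mean over all tested compounds plus 3 SD, cut at about 21% in these data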;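 also: 0% = DMSO only wells and 100% = clavulanate BLA inhibitor control wells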
TWEAK Fn14 block = inhibitors of TWEAK-Fn14 interaction signaling; TWEAK-stimulated Fn14 reporter cells, luciferase luminescence, 8 h; inhibition, % at 10 µM; hit rate 2% among 360,000; in the data active = inhibition above about 50%
TROY signal inh = TROY signaling inhibition. Q293 LMP1-TROYcd NF-kB luciferase reporter, 4 h. inhibition, % at 10 µM. hit rate 0.98% among 360,000. AID 1347056;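 active = compounds whose plate-normalised and pattern-corrected inhibition of the luciferase reporter signal at the single screening dose is 50% or more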
Granule exo inh = lytic granule exocytosis inhibition | inhibition, % at 10 µM | TALL-104 LAMP-1 surface exposure, flow cytometry; cells stimulated with thapsigargin and PMA | hit rate 0.66% among 360,000;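 active = inhibition above about 55%, limit read from the data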
NCOA1 inh = inhibits human SRC1 coactivator; Q15788; HEK293 GAL4-SRC1 luciferase reporter, luminescence; inhibition, % at 3.6 µM; hit rate 0.12% among 360,000; AID 588354;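 active = inhibition above the campaign mean plus 3 SD, with each screening campaign given its own cutoff, cut at about 60% in these data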;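 also: 0% = DMSO treated cells and 100% = gossypol at 36 µM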
NR2F2 inh = NR2F2 (human) inhibition, primary screen. P24468. hit rate 0.7% among 370,000. HEK293T NGFI-A luciferase reporter, luminescence. inhibition, % at 8.6 µM;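 active = inhibition above a per-plate cutoff, mean inhibition of test wells between control levels plus 3 SD, cut at about 38% in these data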;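 also: cells cotransfected with COUP-TFII expression vector driving the NGFI-A reporter; 0% = median of COUP-TF2 test wells and 100% = reporter-only cells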
LRH-1 inv ag = suppresses constitutive activity of human LRH-1 | O00482 | HEK293T StAR-luciferase reporter, LRH-1 transfected, 24 h | inhibition, % at 3.6 µM | hit rate 0.13% among 360,000;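 active = inhibition above the mean inhibition of all tested compounds plus 3 SD, cut at about 73% in these data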;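 also: 0% = DMSO wells and 100% = reporter-only cells lacking LRH-1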
* hit, by the source's call; · = not tested or not shown. Some of the compounds tested; rates above refer to the full screens.

1: COc1ccccc1OC(C)C(=O)N1CCN(Cc2ccc3c(c2)OCO3)CC1 (stereo not given)
2: On1nnc2ccccc21
3: COc1cc(OC)cc(-c2nnc(SCC(=O)NCc3cccs3)o2)c1
4: N#Cc1c(NC(=S)NC(=O)Cc2cccs2)sc2c1CCCCC2
5: Cc1ccc(NC(=S)N(CCCN2CCCC2)Cc2cccn2Cc2ccc(Cl)cc2)cc1
6: O=C(Nc1c(C(=O)N2CCOCC2)cnn1-c1ccccc1)c1cccc(F)c1
7: Nc1nc(-c2cccc(NS(=O)(=O)c3ccccc3)c2)cs1
8: N/C(=N/O)c1nc(N2CCCCC2)nc(N2CCCCC2)n1
9: C(#CCN1CCOCC1)COCCOC(c1ccccc1)c1ccccc1
10: CC(=O)c1ccc(NC(=O)C2=CC(c3ccc4c(c3)OCO4)=NS(=O)(=O)N2C)cc1
Assay by compound,1,2,3,4,5,6,7,8,9,10
SRC2 inh,3,11,1,-38,19,7,6,18,2,-4
SRC3 inh,11,-6,-2,-31,14,0,5,10,-3,-29
ABHD5 PLIN5 PPI,2,-5,1,-15,16,3,-4,4,4,-2
NOD2 RIPK2 PPI,1,-5,10,-6,3,-3,-3,0,2,13
TLR9-MyD88 block,-1,0,-4,4,3,4,-17,3,-3,-15
TWEAK Fn14 block,-9,-5,1,9,-15,-6,-2,-3,-3,-15
TROY signal inh,3,-12,-6,18,-45,-8,-11,-24,-15,-6
Granule exo inh,8,0,-2,2,75*,-3,1,-2,-3,-5
NCOA1 inh,-1,-32,0,-41,-7,-1,2,8,3,-6
NR2F2 inh,1,4,6,-17,29,7,19,-9,13,6
LRH-1 inv ag,9,5,24,-20,-7,-11,16,16,-3,-8

11: CCC(c1nnc(SCC(=O)Nc2nnc(-c3ccccc3)o2)o1)N(C)C (stereo not given)
12: CCNC(=O)C1CC(=O)N(Cc2ccc(F)cc2)C(=Nc2ccc(OC)cc2)S1 (stereo not given)
13: Cc1ccc(C2N(c3ccc(Cl)cc3)C(=O)N3CCCN23)cc1 (stereo not given)
14: CCN(C(=O)COC(=O)/C=C/c1ccc(OC(F)F)c(OC)c1)C1CCS(=O)(=O)C1 (stereo not given)
15: CCOC(=O)C1=C(C)N=C2c3ccccc3C(=O)C2C1c1ccc(Cl)cc1 (stereo not given)
16: Cc1ccc(C(=O)Nc2cccc(C(=O)NCc3ccccc3)c2)o1
17: O=C(c1ccco1)N1CCN(C(=O)c2cnn(-c3ccc(Cl)cc3)c2C2CCNCC2)CC1
18: COc1ccccc1NC(=O)c1ccc2c(c1)OCO2
19: COc1ccc(S(=O)(=O)N2CCN(C(=O)CN3C(=O)NC(C)(C)C3=O)CC2)cc1
20: COCc1cc(=O)n2[nH]c(C)nc2n1
Assay by compound,11,12,13,14,15,16,17,18,19,20
SRC2 inh,-9,-22,14,19,0,-6,-19,-43,5,-44
SRC3 inh,-2,4,15,-4,7,25,-44,-64,12,0
ABHD5 PLIN5 PPI,-2,-1,17,2,3,6,-4,-4,3,-2
NOD2 RIPK2 PPI,-4,-8,6,-7,-14,-5,-1,1,0,-1
TLR9-MyD88 block,9,-8,7,-7,-7,-12,-7,0,0,-1
TWEAK Fn14 block,0,-14,-19,-6,6,21,6,-35,6,16
TROY signal inh,-8,-8,-5,-11,-1,-11,-10,-34,-6,-6
Granule exo inh,1,-2,-3,-5,13,25,-4,-4,-2,2
NCOA1 inh,2,-9,1,5,6,18,-3,-80,-37,-1
NR2F2 inh,-25,4,-1,-8,11,-4,1,-35,-3,22
LRH-1 inv ag,-6,-43,-10,8,-10,24,1,-116,-8,17

21: O=C(c1ccoc1)N1CCN(c2cc(-c3cccc(F)c3)nc3cc(-c4cccc(Cl)c4)nn23)CC1
22: O=C1[C@@H](Oc2ccccc2)[C@@H](c2ccncc2)N1c1ccncc1
23: CCCCN(C=O)c1c(CC)nc2ccc(C(=O)NCCCN3CCCC3=O)cn12
24: C#CCOCCOCCOCCNc1nc(N2CCN(C(=O)C([C@@H](C)CC)n3cc(C(N)CC(C)C)nn3)CC2)nc(N2CCN(C(=O)[C@H](CCC(=O)O)n3cc(C(N)[C@H](C)CC)nn3)CC2)n1 (stereo not given in full)
25: NS(=O)(=O)c1ccc(NNC(=O)c2sccc2Cl)cc1
26: CCCC(=O)Nc1ccc(C(=O)n2ccc(C)n2)cc1
27: O=C(O)CCCC(=O)NCCCc1ccccc1
28: O=S(=O)(c1ccccc1)N1CCn2c(nc3ccccc32)C1
29: CCO[C@H]1OC(C(=O)N2CCN(C)CC2)=C[C@@H](C)[C@@H]1CCCO
30: CC(=O)c1ccc(N2CCN(S(=O)(=O)c3cccc4nonc34)CC2)cc1
Assay by compound,21,22,23,24,25,26,27,28,29,30
SRC2 inh,0,0,6,-4,7,7,-22,0,-8,-16
SRC3 inh,3,1,3,9,8,3,8,-18,-25,-8
ABHD5 PLIN5 PPI,1,-4,4,2,-7,-3,-4,10,-5,-5
NOD2 RIPK2 PPI,-4,4,-2,2,-3,-7,-7,-11,-13,4
TLR9-MyD88 block,0,-2,·,-17,-21,1,-8,-11,0,·
TWEAK Fn14 block,-2,-18,20,-21,-6,-3,11,2,6,0
TROY signal inh,6,-2,-6,-5,-7,-17,·,-7,-11,0
Granule exo inh,11,4,-10,-4,-4,-3,2,-1,-6,0
NCOA1 inh,-60,-1,5,-3,-4,-17,-8,0,-9,5
NR2F2 inh,10,-5,0,7,11,6,-15,0,-5,11
LRH-1 inv ag,10,-19,-5,9,2,0,5,0,-4,3

31: N#Cc1nc(Cc2ccccc2)oc1NCc1ccccc1Cl
32: Cc1ccc(S(=O)(=O)CC(O)COc2ccccc2C#N)cc1 (stereo not given)
33: CCOC(=O)c1cc(C(=O)OCC)c(=O)[nH]c1N1CCCC1
34: COC(=O)c1ccccc1NC(=O)COC(=O)Cc1ccc(S(=O)(=O)N2CCOCC2)s1
35: COCOCCn1cc(CN2CCS(=O)(=O)N(Cc3ccc(-c4ccc(Cl)c(Cl)c4)cc3)C(C(C)C)C2=O)nn1 (stereo not given)
36: COc1ccc(NS(=O)(=O)c2cccc(NC(=O)COc3ccc(OC)cc3)c2)cc1
37: COc1ccc(NC(=O)CN(C)S(=O)(=O)c2ccc3c(c2)CCC(=O)N3)c(OC)c1
38: Cc1c(C(=O)NCc2ccc3c(c2)OCO3)sc(=O)n1Cc1ccc(-c2ccccc2)cc1
39: O=C1CC(N2CCN(S(=O)(=O)c3ccccc3F)CC2)C(=O)N1c1ccccc1Cl (stereo not given)
40: O=C(c1cc(-c2ccc(Cl)cc2)n[nH]1)N1CCc2ccccc2C1
Assay by compound,31,32,33,34,35,36,37,38,39,40
SRC2 inh,11,7,12,8,16,8,12,-7,-24,-8
SRC3 inh,0,15,3,3,-15,2,-7,6,3,-1
ABHD5 PLIN5 PPI,-1,-1,-4,5,12,-3,-6,-7,-8,-10
NOD2 RIPK2 PPI,1,-7,-4,6,-10,-15,3,-6,3,4
TLR9-MyD88 block,5,5,0,-9,-14,1,-1,·,-1,7
TWEAK Fn14 block,-29,6,15,-12,35,9,9,49,-13,-25
TROY signal inh,-16,-4,22,12,29,2,2,23,-5,-23
Granule exo inh,1,-2,8,1,57*,0,0,1,7,-1
NCOA1 inh,-9,4,-11,-1,-7,8,5,9,8,-3
NR2F2 inh,5,6,5,10,14,-21,5,7,0,-13
LRH-1 inv ag,-3,-11,2,24,20,9,-5,-6,-8,7

41: CC1(C(=O)NCc2cccc(Cl)c2)Cc2c(-c3cccc(C(N)=O)c3)ccnc2O1 (stereo not given)
42: CC(Nc1cc(N2CCN(C(=O)C(C)(C)C)CC2)ccc1[N+](=O)[O-])c1ccccc1 (stereo not given)
43: Cc1cc(SCC(=O)Nc2cccc(S(=O)(=O)NC3=NCCCCC3)c2)nc2ccccc12
44: NC(=O)CSC1=Nc2ccccc2C2=NC(CC(=O)NCc3cccs3)C(=O)N12 (stereo not given)
45: O=C(CCNC(=O)c1ccccc1)NCC1CCCCC1
46: O=C(c1ccc2c(=O)n3c(nc2c1)CCCCC3)N1CCN(c2cccc(Cl)c2)CC1
47: COc1ccc(C(C(=O)NCCC(C)C)N(CCO)C(=O)c2snc(C(N)=O)c2N)cc1 (stereo not given)
48: COc1ccc(C(=O)NNC2=NC(C)(C)Cc3ccccc32)cc1
49: Cc1ccccc1NC(=O)c1cccnc1
50: COc1cccc(CNC(=O)Cc2ccc(NC3=NC4CS(=O)(=O)CC4S3)cc2)c1 (stereo not given)
Assay by compound,41,42,43,44,45,46,47,48,49,50
SRC2 inh,-4,-11,9,1,18,7,2,11,-6,-7
SRC3 inh,10,21,20,-2,12,-1,-7,16,0,-2
ABHD5 PLIN5 PPI,1,1,3,2,3,12,-3,-2,-6,0
NOD2 RIPK2 PPI,11,-4,4,-5,-1,-13,4,5,1,-3
TLR9-MyD88 block,·,-6,8,6,2,-12,-12,-10,-5,5
TWEAK Fn14 block,-13,19,17,-1,4,6,12,2,-14,18
TROY signal inh,-7,12,16,6,-8,-2,-10,11,-3,-21
Granule exo inh,5,2,0,-2,2,-1,-14,0,-6,11
NCOA1 inh,7,0,-3,-26,-12,12,-19,6,1,-2
NR2F2 inh,-4,6,21,-6,-2,27,28,6,15,4
LRH-1 inv ag,26,-1,10,0,-4,-38,1,7,10,-10

51: Cc1ccc(C2=[N+]([O-])C(C)N(O)C2(C)C)o1 (stereo not given)
52: O=C(COC(=O)C1COc2ccccc2O1)c1ccccc1 (stereo not given)
53: CCN1CCN(C(=O)c2ccccc2N(C)S(=O)(=O)c2ccc(C)cc2)CC1
54: CCOc1ccc(NC(=O)CC2SC(N)=NC2=O)c([N+](=O)[O-])c1 (stereo not given)
Assay by compound,51,52,53,54
SRC2 inh,5,10,-1,-16
SRC3 inh,10,5,-9,-3
ABHD5 PLIN5 PPI,-1,5,-3,-2
NOD2 RIPK2 PPI,-4,-14,8,-12
TLR9-MyD88 block,1,-1,-2,-9
TWEAK Fn14 block,-6,-8,-8,-4
TROY signal inh,-15,7,7,-11
Granule exo inh,-10,0,3,1
NCOA1 inh,-9,4,7,-1
NR2F2 inh,-13,9,-21,4
LRH-1 inv ag,-3,-3,18,14

Screening results deposited in PubChem by several laboratories.
